N370S GC = inhibitors or activators of N370S glucocerebrosidase for Gaucher disease; P04062; AID 2101; 330,000 tested, 0.092% active; N370S GC spleen homogenate, 4MU-glucoside fluorescence; Potency, µM (highest dose often 59.4 µM), for the others: top-dose activity change, negative = inhibition, hits mostly inhibitors;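 further: 0% = full enzyme activity and -100% = no enzyme basal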
FEN1 inh = inhibitors of human flap endonuclease 1; Potency, µM (titrated, usually from 114 µM), for the others: at the highest dose activity change, negative = inhibition, most hits filed as inhibitors; 390,000 tested, 0.35% active; Recombinant FEN1 flap cleavage, fluorescence, 15 min; further: nearly all actives have a fitted effect of over 65% in size
Target sequence (P39748 whole entry, looked up): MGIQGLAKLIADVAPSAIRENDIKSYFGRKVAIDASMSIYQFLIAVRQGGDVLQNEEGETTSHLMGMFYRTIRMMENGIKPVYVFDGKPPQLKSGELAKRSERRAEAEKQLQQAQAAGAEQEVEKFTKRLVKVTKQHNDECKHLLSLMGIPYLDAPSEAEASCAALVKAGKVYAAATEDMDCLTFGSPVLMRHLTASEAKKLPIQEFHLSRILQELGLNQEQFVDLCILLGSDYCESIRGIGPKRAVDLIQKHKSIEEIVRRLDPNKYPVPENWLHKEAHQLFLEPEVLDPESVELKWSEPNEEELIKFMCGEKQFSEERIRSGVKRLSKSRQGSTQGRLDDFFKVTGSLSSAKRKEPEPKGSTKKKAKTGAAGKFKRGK
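FEN1 at 10 nM preincubated with compounds 15 min at room temperature, then flap DNA substrate added at 50 nM final. Signal read at 0 and 15 min; concentration-response fitted with four-parameter Hill equation.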
TDP1 inh = blocks human tyrosyl-DNA phosphodiesterase 1. Q9NUW8. recombinant TDP1, AlphaScreen DNA substrate cleavage. Potency, µM (top dose mostly 130 µM), inactives show top-dose activity change, negative = inhibition, most hits filed as inhibitors. 350,000 tested, 0.28% active. AID 485290; further: nearly all actives have a fitted effect of over 40% in size
Target sequence (Q9NUW8 whole entry, looked up): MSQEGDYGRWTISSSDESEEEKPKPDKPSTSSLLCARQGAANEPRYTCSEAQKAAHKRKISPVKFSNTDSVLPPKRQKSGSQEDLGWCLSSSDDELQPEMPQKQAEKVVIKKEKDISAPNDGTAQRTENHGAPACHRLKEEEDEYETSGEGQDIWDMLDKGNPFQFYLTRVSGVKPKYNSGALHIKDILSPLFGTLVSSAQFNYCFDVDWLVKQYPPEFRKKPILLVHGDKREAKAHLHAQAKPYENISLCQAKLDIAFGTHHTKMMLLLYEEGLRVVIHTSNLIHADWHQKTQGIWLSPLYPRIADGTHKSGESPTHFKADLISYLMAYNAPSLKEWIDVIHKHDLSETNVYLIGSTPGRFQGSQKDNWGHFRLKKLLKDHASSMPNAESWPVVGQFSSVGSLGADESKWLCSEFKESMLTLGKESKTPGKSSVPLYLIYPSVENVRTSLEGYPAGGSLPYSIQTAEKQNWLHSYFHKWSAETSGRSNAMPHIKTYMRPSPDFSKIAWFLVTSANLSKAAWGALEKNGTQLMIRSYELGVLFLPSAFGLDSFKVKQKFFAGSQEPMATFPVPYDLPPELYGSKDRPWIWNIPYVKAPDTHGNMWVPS
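Recombinant E. coli-expressed Tdp1 (1 nM) preincubated with compound 15 min at RT, then 5'-biotin/3'-phosphotyrosine-FITC DNA substrate (15 nM) added for 5 min. AlphaScreen beads (10 ug/ml) added, 10 min RT; tyrosine-FITC cleavage read as signal loss.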
Numbers without * were called inactive; ? = inconclusive; / = not tested or not shown; & = joins results of further samples; [ ] = remark or other dose. The call rests on the fitted dose curve; in most records, active means well fitted curve in the direction sought with a large enough effect; inconclusive means small, poorly fitted or top-dose-only effect, or another doubt; inactive means no such curve, though single readings can be large; an effect the other way counts as inactive or inconclusive. Unless noted, on the % scale 0 is the no-effect control and ±100 the full control effect; potency means the concentration at half of the fitted maximal effect.

Below each SMILES – N370S GC | FEN1 inh | TDP1 inh
- C[C@@H]1CN([C@H](C)CO)C(=O)c2cc(NC(=O)Nc3ccc(C(F)(F)F)cc3)ccc2O[C@H]1CN(C)S(=O)(=O)c1ccccc1
→ / | 5% | 0%
- O=C1C=C(/C=C/C2C=CC=CC2)C[C@@H](c2ccc(Cl)cc2)C1 (stereo partly drawn)
→ / | -17% | 1%
- COc1ccc(NC2CS(=O)(=O)CC2OC(=O)c2ccc(F)cc2)cc1 (stereo not drawn)
→ 8% | 2% | 2%
- C[N+]1(CC(=O)OCCCc2ccccc2)CCOCC1
→ 5% | 8% | 4%
- O=C(O)c1ccc(NC(=O)C(c2ccccc2)c2ccccc2)cc1
→ 2% | 0% | 6%
- Cc1ccc(C(c2nnnn2C(C)(C)C)N2CCN(C3CCCC3)CC2)cc1 (stereo not drawn)
→ -1% | 48%[activator] | 2%
- Cc1cccc(C(=O)O)c1[N+](=O)[O-]
→ -3% | -4% | 2%&8%
- O=C(CN1CCN(c2ccccn2)CC1)Nc1ccc(OC(F)(F)F)cc1
→ 7% | -17% | /
- COC(=O)c1c(C(=O)OC)c(-c2ccc(C)cc2)n2c1CCC2
→ 5% | 1% | /
- COc1ccc([C@H]2CC(=O)C=C(c3c(OC)cccc3OC)C2)cc1
→ / | -23% | 0%
- Cc1ccc(C(c2nnnn2C2CCCCC2)N2CCN3CCCC3C2)cc1 (stereo not drawn)
→ -13% | -1% | 4%
- OC[C@@H](O)C(O)[C@H](O)[C@@H](O)CO (stereo partly drawn)
→ -8% | / | 6%
- CN(C)S(=O)(=O)c1cccc(COC(=O)c2ccc3c(c2)OCO3)c1
→ 7% | 13% | 3%
- O=C(/C=C/Sc1ccccc1)c1ccccc1
→ 11% | -21% | -1%
- CCOc1ccc(C(=O)NCc2ccco2)cc1
→ 2% | -4% | -13%
- Cc1nc2cc(NC(=O)Nc3ccc(Br)cc3)ccc2o1
→ 7% | 7% | -1%
- Cn1c(=O)n(C)c2cc(S(=O)(=O)NCc3ccccc3)ccc21
→ -2% | -1% | -1%
- CCOC(=O)c1sc(NC(=O)c2cccc(S(=O)(=O)N3CCN(C)CC3)c2)cc1C
→ 10%[2.35 µM] | -12% | 8%
- CCN1CCc2c(OCC(=O)N3N=C(c4cccs4)CC3c3ccc(F)cc3)cccc2C1=O (stereo not drawn)
→ 0% | -2% | 3%
- Nc1nnc(SCC(=O)N2CCCCC2)s1
→ -6% | -1% | 5%
- Cc1nn(-c2ncc(C(F)(F)F)cc2Cl)c(=O)n1-c1ccccc1F
→ 9% | -4% | 8%
- O=C(O)c1ccc(-n2nc(-c3ccccc3)c3ccccc3c2=O)cc1
→ ? | 13% | 0%[0.0935 µM]
- Fc1ccc(C(c2nnnn2C2CCCC2)N2CCN(Cc3ccccc3)CC2)cc1 (stereo not drawn)
→ -2% | -13% | 4%
- Cc1ccc(CNC(=O)c2c(-c3ccccc3Cl)noc2C)o1
→ / | -1% | 5%
- C[C@]12c3[nH]c4ccccc4c3CCN1C(=O)C(CC(=O)NCCC1=CCCCC1)C[C@@H]2C(=O)N1CCCCC1 (stereo partly drawn)
→ / | -13% | 2%
- Clc1ccccc1/C=N/c1cc(-c2ccccc2)nn1-c1ccccc1
→ 6% | 10% | 8%
- COc1ccc(-c2oc3ncnc(NCCCN(C)C)c3c2-c2ccc(OC)cc2)cc1
→ ? | ? | /
- CCCCN(CC)CCNC(=O)C1CCN(S(=O)(=O)c2cccc3nsnc23)CC1
→ 4% | 21%&5% | 4%&5%
- Cc1ccc(C)c(N2CCN(C(=O)C3CCN(c4nc(-c5ccc(C(C)C)cc5)no4)CC3)CC2)c1
→ / | -17% | 0%
- O=[N+]([O-])c1ccccc1S(=O)(=O)N1CCN(Cc2cc3c(cc2O)OCO3)CC1
→ -8% | -17% | 11%
- CCOc1ccc(NC(=O)C(C)Oc2ccc(C#N)cc2)cc1S(=O)(=O)N1CCCC1 (stereo not drawn)
→ / | -14% | 0%
- CCCCN(C)C(=O)c1cc2cc3ccc(OC)cc3nc2s1
→ 6% | 4% | -1%
- Cc1ccc(NC(=O)Cn2c(=O)n(Cc3nc(C)no3)c(=O)c3cc4c(cc32)OCO4)c(C)c1
→ / | -5% | 6%
- CCOc1cc(/C=N/NC(=O)Cn2nc([N+](=O)[O-])cc2C)cc(Br)c1OCc1ccccc1F
→ 2% | 16% | 5%
- O=C(NCc1nnc(SCC(=O)N2CCN(c3ccccc3)CC2)o1)c1ccc(F)cc1
→ -10% | -5% | 5%
- CCCn1c(N)c(C(=O)CSc2nnc(-c3c[nH]c4ccccc34)n2C2CC2)c(=O)[nH]c1=O
→ / | 7% | 4%
- Cc1ccc(NC(=O)CN2CCN(S(=O)(=O)c3ccc(F)cc3)CC2)cc1C
→ / | -11% | -1%
- Cc1cc(OC(C)C(=O)N2CCC(c3nc4ccccc4o3)CC2)ccc1Cl (stereo not drawn)
→ / | -21% | -2%
- O=C(Cc1ccc(Cl)cc1Cl)OCC(=O)c1ccc[nH]1
→ -1%[12.8 µM] | 1% | 1%
- O=C(CSc1nc(N2CCOCC2)nc(N2CCOCC2)n1)Nc1ccc(Cl)cc1Cl
→ -1% | 9% | 5%
- CC(=O)NCC(=O)NC(C(=O)Nc1ccc2c(c1)OCCO2)c1ccc(C)cc1 (stereo not drawn)
→ 4% | -2% | 2%
- COc1cccc(OC)c1CN1CCCC(C(=O)c2ccccc2SC)C1 (stereo not drawn)
→ 11% | 14% | -7%
- CN=C1SC(CC(=O)Nc2ccc(C(=O)O)cc2)C(=O)N1C (stereo not drawn)
→ 8% | 16% | 2%
- Cc1ccsc1CNn1cnnc1SCc1ccc(Cl)cc1
→ -3% | 8% | 3%
- COc1ccccc1N1CCN(C(=O)CCC(=O)Nc2nnc(CC(C)C)s2)CC1
→ 0% | -7% | 5%
- CCOC(=O)c1ccc(COC(=O)c2ccc3c(c2)-c2ccccc2C3=O)cc1
→ 1% | 2% | 4%
- CSCC[C@H](NC(=O)Nc1ccc(C)cc1)C(=O)O
→ -14% | -7% | 2%
- O=C(COC(=O)c1ccc(O)cc1)Nc1nccs1
→ 2% | 0% | 4%
- O=C(c1ccc(F)cc1)C1CCN(C(=S)Nc2ccc(F)cc2)CC1
→ -15% | ? | /
- Cc1cc(-n2ccnc(NCCc3ccc(S(N)(=O)=O)cc3)c2=O)ccc1Br
→ / | 0% | 8%

Next structures follow.
Below each SMILES – N370S GC | FEN1 inh | TDP1 inh
- CC(C)C(O)(C#CCN1CCCCCC1)c1ccccc1 (stereo not drawn)
→ -6% | 3% | 0%
- CCOC(=O)CCCCN(Cc1ccccc1F)S(=O)(=O)c1ccc(F)c(C(=O)Nc2cc(Cl)cc(Cl)c2)c1
→ / | -3% | -5%
- O=[N+]([O-])c1ccc2nc(-c3ccccc3)[nH]c2c1
→ -13% | ? | 3%
- Nc1nc(CSc2nc3ccccc3s2)nc(Nc2ccccc2)n1
→ -9% | / | 0%
- O=C(COC(=O)c1ccc[n+]([O-])c1)Nc1cc([N+](=O)[O-])ccc1Cl
→ / | -6% | -6%
- CCOc1ccc(C(=O)Nc2nccs2)cc1[N+](=O)[O-]
→ -15% | 3% | 5%
- NC(=S)N/N=C/c1ccc(-n2nncc2-c2ccc(Cl)cc2)cc1
→ -9% | -6% | /
- CCN(C(=O)Cn1cc(S(=O)(=O)N2CCN(c3ccccc3F)CC2)c2ccccc2c1=O)c1ccc(C)c(C)c1
→ / | 3% | 0%
- N#Cc1cccc(S(=O)(=O)N2CCN(S(=O)(=O)c3ccc4c(c3)OCCO4)CC2)c1
→ / | -11% | 0%
- COc1ccccc1CNC(=O)C1CCN(S(=O)(=O)c2ccc3c(c2)OCCO3)CC1
→ -3% | -6% | /
- CCN(C(=O)COc1ccccc1)c1nnc(-c2cccnc2)s1
→ 6% | 18% | 4%
- CCC(C)(C(=O)NC1CCCC1)N(C(=O)CNC(C)=O)c1ccccc1 (stereo not drawn)
→ 2% | 5% | 2%
- COc1cc(NC(=O)CCc2nnc3ccc(N4CCC(C)CC4)nn23)cc(OC)c1
→ -10% | -5% | 3%
- COc1ccc(S(=O)(=O)Nc2c(C)c(C)cc3c2ncn3C)cc1
→ 12% | ? | 6%
- COC(=O)c1ccccc1NCCO
→ ? | -3% | /
- COc1cccc(-n2nnc3c(=O)n(Cc4ccc(Br)cc4)cnc32)c1
→ 6% | -8% | 3%
- O=C(Nc1ccccc1C(=O)O)c1ccc(Cl)c(S(=O)(=O)N2CCOCC2)c1
→ 2% | -12% | 4%
- CCOc1cc(C)c(S(=O)(=O)N2CCCCC2)cc1C
→ -17% | -4% | 1%
- COc1ccccc1N1CCN(C(=O)C2CCN(C(=O)c3ccc(C(C)(C)C)cc3)CC2)CC1
→ -7% | 6% | 4%
- CC1=C(C(=O)OCc2ccccc2)C(c2ccc([N+](=O)[O-])cc2)NC(=O)N1C (stereo not drawn)
→ -2% | -7% | /
- S=C(NCc1ccccc1)NCc1cccc(Cl)c1
→ -6% | ? | 0%
- COc1ccccc1N1CCN(C(=O)c2ccc3nc[nH]c3c2)CC1
→ 13% | 8% | 5%
- COc1ccc(C2Nc3ccccc3NC3=C2C(=O)CC(C)(C)C3)cc1OC (stereo not drawn)
→ -3% | -6% | /
- CCOc1ccc(NC(=O)CN(C)C(=O)c2c(-c3ccccc3Cl)noc2C)cc1OCC
→ -11% | -14% | 0%
- Cc1ccc(S(=O)(=O)Nc2cccc3cccnc23)cc1
→ ? | -20% | 18%&12%
- Cc1nnc(SC(C)C(=O)Nc2ccc3ccccc3c2)n1C (stereo not drawn)
→ / | -16% | -2%[56.1 µM]
- COCCNC(=O)C12CC3CC(C1)CC(c1ccccc1)(C3)C2
→ 4% | 11% | 0%
- CC(C)(C)c1ccc(C(=O)N2CCNCC2)cc1
→ -9% | -12% | 3%
- O=C(NCc1ccon1)C1CCC(=O)N(CCc2ccc(Cl)cc2)C1 (stereo not drawn)
→ -1% | 2% | 1%
- COc1cc2c(cc1OC)CN(C(=O)CCNS(=O)(=O)c1ccc(Br)cc1)CC2
→ -1% | -8% | /
- CC(C)(C)c1ccc(-c2nc3cc(NC(=O)c4cc5ccccc5o4)ccc3o2)cc1
→ / | -25% | 2%[12.3 µM]
- CCC(=O)N(Cc1cc(=O)[nH]c2ccccc12)c1ccccc1
→ -1% | -4% | 1%
- O=C(Cn1cnc2c(oc3ccccc32)c1=O)N1CCCc2ccccc21
→ ? | 15% | 6%
- COc1ccc(/C=C(\C#N)C(=O)Nc2cccc3ncccc23)cc1OC
→ 2% | -7% | /
- CCOc1ccccc1NC(=O)Cn1c(=O)n(Cc2ccccc2)c(=O)c2c1c1cc(C)ccc1n2C
→ / | -5% | 0%
- CC(C)Cc1nnc(NC(=O)CC(C)c2ccccc2)s1 (stereo not drawn)
→ 5% | -15% | 2%
- O=C(Cc1ccsc1)NNC(=O)c1ccc(F)cc1
→ 0% | 2% | -9%[0.505 µM]
- COCCNC(=O)Cn1nc(-c2ccccc2OC)ccc1=O
→ -2% | -15% | 2%
- COc1ccc(NC(=O)/C(N=Nc2ccc(Cl)c(S(=O)(=O)Nc3ccc(Cl)cc3)c2)=C(\C)O)cc1
→ / | -18% | 4%
- CC(=O)N1CCN(CC(=O)Nc2c(Cl)ccc(C)c2Cl)CC1
→ 11% | -10% | 0%
- Cc1ccc2c(CC(=O)Nc3cc(C(F)(F)F)ccc3Cl)coc2c1C
→ / | 4% | 0%
- Clc1ccccc1CSc1cc2c(nn1)-c1ccccc1CC2
→ 12% | -18% | -2%
- O=S(=O)(c1ccc(F)cc1)N1CCC(c2nc3ccccc3[nH]2)CC1
→ -3% | -6% | /
- COc1ccc(-c2cc(=O)oc3cc(OCc4nn[nH]n4)ccc23)cc1
→ 1% | -14% | 3%

Part of the list above in order of SMILES length, high to low:
Below each SMILES – N370S GC | FEN1 inh | TDP1 inh
- COc1ccccc1N1CCN(C(=O)C2CCN(C(=O)c3ccc(C(C)(C)C)cc3)CC2)CC1
→ -7% | 6% | 4%
- N#Cc1cccc(S(=O)(=O)N2CCN(S(=O)(=O)c3ccc4c(c3)OCCO4)CC2)c1
→ / | -11% | 0%
- CC(C)(C)c1ccc(-c2nc3cc(NC(=O)c4cc5ccccc5o4)ccc3o2)cc1
→ / | -25% | 2%[12.3 µM]
- O=C(c1ccc(F)cc1)C1CCN(C(=S)Nc2ccc(F)cc2)CC1
→ -15% | ? | /

Full records, looked up by structure.
Entry for Cc1ccc(CNC(=O)c2c(-c3ccccc3Cl)noc2C)o1 : N370S GC = /; FEN1 inh = -1%; TDP1 inh = 5%
Entry for CC(C)(C)c1ccc(-c2nc3cc(NC(=O)c4cc5ccccc5o4)ccc3o2)cc1 : N370S GC = /; FEN1 inh = -25%; TDP1 inh = 2%[12.3 µM]
Entry for O=S(=O)(c1ccc(F)cc1)N1CCC(c2nc3ccccc3[nH]2)CC1 : N370S GC = -3%; FEN1 inh = -6%; TDP1 inh = /
